Screens from PubChem.
ABCB6 inh MLPCN – ABCB6 transporter inhibitors, primary screen, K562-ABCB6 cells, flow cytometry, MLPCN library; ATP-binding cassette sub-family B member 6 (Homo sapiens), Q9NP58; K562-ABCB6 porphyrin accumulation, 1 h; stronger effect = lower value; fluorescence ratio to DMSO, % at 10 µM; 360,000 compounds, 0.19% hits; AID 602162, 2011;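 active = fluorescence ratio to DMSO below 75%, the collection mean minus 3 SD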;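 also: signal is porphyrin accumulated inside mitochondria; 100% equals median channel fluorescence of DMSO control wells; lower ratio means ABCB6 inhibition with less porphyrin fluorescence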
N-glyco inh – increase of ERlucT glycosylation luciferase signal, primary screen, N-linked glycosylation inhibitor project, D54 ERlucT cells, luminescence, set 2. reporter increase, % at 12.5 µM. D54 ERlucT glycosylation luciferase reporter, 24 h; percent of 100 nM tunicamycin response. AID 588692, 2011. 360,000 compounds, 0.23% hits;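 active = mean luciferase reporter signal, scaled so untreated is 0 and the glycosylation-blocking control 100, at or above a set limit in every replicate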;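 also: luciferase carries N-glycosylation sites so blocking glycosylation raises the light; 0% = median of neutral control wells and 100% = median of 100 nM tunicamycin wells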
PDI turbidity – inhibitors of human PDI, primary screen, biochemical, turbidity, single point, plate reader. Protein disulfide-isomerase (Homo sapiens), P07237. PDI insulin aggregation turbidity, A650, 90 min. inhibition, % at 10 µM. 350,000 compounds, 0.052% hits. AID 588391, 2011;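 active = mean inhibition across replicates of 30% or more, whatever share of single replicates reach that level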;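 also: absorbance from insulin aggregation driven by PDI reduction with DTT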
Target sequence (P07237 whole entry, looked up): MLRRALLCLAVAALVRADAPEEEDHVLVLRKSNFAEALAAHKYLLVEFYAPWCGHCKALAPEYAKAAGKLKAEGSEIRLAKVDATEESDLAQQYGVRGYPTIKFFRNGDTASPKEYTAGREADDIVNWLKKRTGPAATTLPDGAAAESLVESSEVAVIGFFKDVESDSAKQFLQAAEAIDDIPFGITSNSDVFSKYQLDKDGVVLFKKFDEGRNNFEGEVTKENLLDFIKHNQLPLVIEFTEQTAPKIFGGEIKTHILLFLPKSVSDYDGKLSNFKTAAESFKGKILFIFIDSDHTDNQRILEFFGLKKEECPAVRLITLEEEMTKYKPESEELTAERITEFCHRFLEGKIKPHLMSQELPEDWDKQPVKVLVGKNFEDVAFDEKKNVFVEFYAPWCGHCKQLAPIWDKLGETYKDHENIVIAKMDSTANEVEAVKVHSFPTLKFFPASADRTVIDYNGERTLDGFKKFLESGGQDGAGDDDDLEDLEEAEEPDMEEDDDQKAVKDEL
CaV13 ICDI inh – Disruptors of the CACNA1D IQ motif to Ca2+-dependent inactivation inhibitor domain association, primary screening, Förster resonance energy transfer in intact living …; inhibition, % at 12.3 µM; 340,000 compounds, 0.098% hits; AID 743397; HEK cells, CFP/YFP FRET ICDI-IQ, plate reader, 10 min; percent FRET-ratio fall versus neutral wells;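 active = mean replicate inhibition of at least 30% and at least 1% of replicates passing that level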;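 also: 0% = median of the neutral control wells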
iPSC survival up – enhancers of single-cell hiPSC survival, primary screen, ATPlite luminescence; 100% = ROCK inhibitor wells, 0% = DMSO; survival enhancement, % at 20 µM; 360,000 compounds, 0.044% hits; in the data active = survival enhancement above about 18%;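 also: cells exposed to compounds for 16 hours before the ATP read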
Exocytosis inh – LAMP-1 surface exposure blockers, TALL-104 cells – cell-based, flow cytometry, MLPCN library, primary screen; inhibition, % at 10 µM; TALL-104 LAMP-1 surface exposure; cells stimulated with thapsigargin and PMA; 360,000 compounds, 0.66% hits;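 active = inhibition above about 55%, limit read from the data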
Vif imaging – HIV Vif self-association inhibitors, primary screen, imaging, HEK293T, single point | 340,000 compounds, 0.35% hits | HEK293T cells, Vif self-association by quenched fluorescence, 24 h | inhibition, % at 7.49 µM; in the data active = inhibition above about 50%, passing the limit was not always enough; also: some results filed as inactive read as strong as hits
H9c2 protect – cardioprotection against H2O2-induced cell death, primary screen, uHTS, H9c2 cells, ATPLite luminescence | protection from H2O2 cell death, % at 20 µM | 360,000 compounds, 0.63% hits | H9c2 cardiomyocytes, H2O2 injury protection, 2 h | AID 588492, 2011;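 active = compounds giving at least 50% protection of heart cells from peroxide-induced death in the single-dose screen, raw or plate-pattern-corrected value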;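 also: 0% = DMSO wells with peroxide and 100% = DMSO wells without peroxide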
aDG glyco up – activators of alpha-DG glycosylation, primary screen, uHTS, Pro5-aDG cells, AlphaScreen; activation, % at 10 µM; alpha-DG glycosylation AlphaScreen (IIH6); 0% Pro5, 100% B10-LARGE cell signal; AID 624168, 2012; 360,000 compounds, 0.22% hits;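 active = activation of at least 8% versus controls, or a plate z-score of at least 8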;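 also: Pro5 are CHO cells carrying HIG-tagged alpha-DG that lacks glycosylation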
HTR2A ag – mouse Htr2a agonists via beta-arrestin recruitment, primary screen, cell-based, luminescence | CHO-K1 mHTR2A beta-arrestin complementation; percent of 30 µM serotonin response | 360,000 compounds, 0.66% hits | 5-hydroxytryptamine receptor 2A (Mus musculus), P35363 | activation, % at 7.6 µM;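 active = activation above a run cutoff, the mean activation of all tested compounds plus 3 SD, cut at about 14% in these data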;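 also: 0% = plate median of compound wells and 100% = 30 µM serotonin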
Target sequence (P35363 whole entry, looked up): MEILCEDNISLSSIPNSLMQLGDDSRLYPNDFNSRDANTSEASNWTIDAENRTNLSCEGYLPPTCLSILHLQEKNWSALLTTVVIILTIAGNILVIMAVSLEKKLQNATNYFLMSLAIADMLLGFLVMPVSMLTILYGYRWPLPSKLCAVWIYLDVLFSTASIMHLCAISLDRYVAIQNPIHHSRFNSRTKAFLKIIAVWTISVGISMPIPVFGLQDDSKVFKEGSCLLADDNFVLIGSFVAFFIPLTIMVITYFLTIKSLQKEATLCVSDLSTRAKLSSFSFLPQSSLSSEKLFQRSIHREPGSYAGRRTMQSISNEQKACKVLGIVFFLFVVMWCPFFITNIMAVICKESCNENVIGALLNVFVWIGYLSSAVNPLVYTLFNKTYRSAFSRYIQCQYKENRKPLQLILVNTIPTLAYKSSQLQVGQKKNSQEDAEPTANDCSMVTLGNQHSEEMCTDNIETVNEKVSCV
* hit, by the source's call; i = inactive; . = no result given.

no.	mol	CaV13 ICDI inh	Exocytosis inh	Vif imaging	aDG glyco up	H9c2 protect	iPSC survival up	PDI turbidity	N-glyco inh	ABCB6 inh MLPCN	HTR2A ag
1	Cc1cc(N2CCCCC2)nc(SCc2ccc(C#N)cc2)n1	-5	3	-9	0.3	-3	3.9	-8	-6	94	-6
2	CCCCC(=O)OCC(=O)c1[nH]c(C)c(C(=O)OCC)c1C	-8	0	-18	0.0	-3	-1.8	-4	0	91	-6
3	COc1ccc(Br)cc1/C=N/Nc1ccc(S(=O)(=O)Nc2ccccc2C(=O)O)cc1[N+](=O)[O-]	-5	0	-3	-0.5	3	-0.1	9	3	93	-6
4	CCCS(=O)(=O)Nc1ccc(Nc2c3ccccc3nc3ccccc23)c(OC)c1	-5	78*	14	-0.4	-18	-2.8	1	-7	i	-5
5	CC(C)(C)n1nc2c(c1NC(=O)COc1ccc(Cl)cc1)CS(=O)(=O)C2	3	-1	-2	0.2	12	0.3	6	-3	106	2
6	COc1ccc2oc(=Nc3cc(F)ccc3F)c(C(N)=O)cc2c1	-6	0	0	-0.3	12	-0.4	1	14	84	3
7	Nc1nc2cc3c(cc2cc1C(=O)NCc1ccc(F)cc1)OCO3	.	-2	.	2.2	.	0.0	.	.	100	4
8	Cc1nc2ccccn2c1C(=O)CSc1ccc(Cl)cc1Cl	-5	3	-2	1.0	-10	3.0	-3	-6	100	0
9	COc1cc(OC)c2c(-c3ccccc3)cc(=O)oc2c1	.	2	-33	-0.4	-2	-0.1	.	-2	95	-3
10	O=C(CN1CCN(S(=O)(=O)c2ccc(Br)cc2)CC1)N/N=C/c1ccco1	-16	4	-3	1.0	1	-1.4	-4	1	99	-1
11	Cc1nnc(NC(=O)CSc2n[nH]c(-c3ccccc3)n2)s1	2	-9	4	-0.2	2	1.1	-1	-1	100	0
12	Cc1ccc(Cn2cc(CN3CC(N4CCN(C)CC4)CS3(=O)=O)nn2)cc1 (stereo not given)	-7	-3	.	-0.1	.	-0.4	.	.	101	-3
13	COc1ccc(Cc2nc3ccc(C(=O)N4CCOCC4)cc3o2)cc1	.	-2	-1	0.2	-4	1.5	-3	1	100	-2
14	O=C(O)C1Sc2[nH]c(=O)sc2C2c3cc(Br)ccc3OC(=O)C12 (stereo not given)	-2	-1	16	0.0	-4	0.0	4	3	99	1
15	O=C(Nc1nnc(SCc2ccccc2Cl)s1)c1cccc([N+](=O)[O-])c1	-3	2	7	-0.2	-17	1.7	5	0	99	-1
16	O=C(COc1ccccc1)NC(=S)Nc1ccc2c(c1)Cc1ccccc1-2	-3	-4	1	-0.4	-12	-1.0	-8	5	95	1
17	CCCN(CCC)C(=O)c1oc2ccccc2c1NC(=O)Cc1cccc(OC)c1	-20	6	-14	0.1	-4	0.2	-8	-1	95	-1
18	COc1ccc(-c2nnc3ccc(SCC(=O)Nc4cc(C)on4)nn23)cc1OC	-2	1	-2	0.0	-4	-1.0	0	5	95	2
19	O=C(c1cnc2sccn2c1=O)N1CCCc2ccccc21	-9	6	-8	-0.1	-1	-2.7	.	-1	95	-1
20	CCOc1ccccc1NC(=O)/C=C/C(N)=O	-9	2	0	0.4	-20	-1.9	19	0	96	-5
21	NS(=O)(=O)c1ccc(NC(=O)COC(=O)COc2ccccc2)cc1	-20	-1	.	-0.4	-5	0.5	-6	0	91	2
22	CCC(=O)N(Cc1cc2cc(OC)ccc2[nH]c1=O)c1ccc(C)cc1C	.	-1	6	-0.3	15	1.7	-1	0	97	-3
23	CCOC(=O)[C@H]1[C@H]2COc3ccc(Cl)cc3[C@@H]2N2C(=O)CN(Cc3ccco3)C(=O)[C@@]12C	-11	6	-1	0.4	2	1.1	1	1	101	-7
24	Cc1ccc(NC(=O)CSc2nc3nc(C)cc(C)c3c(=O)[nH]2)cc1	-4	0	8	-0.1	10	1.1	7	3	92	2
25	O=C(Nc1cccc(S(=O)(=O)N2CCCC2)c1)c1ccc(Cl)nc1	-5	0	-18	-0.5	-15	-0.5	2	11	95	4
26	Cc1cc(C)cc(NC(=S)/C(=C(\[O-])c2ccc(Cl)s2)[n+]2cccc(C)c2)c1	-3	0	-2	-0.5	-6	-0.5	2	1	99	-4
27	CCN(CC)C(=S)NC(=O)c1ccc(F)cc1	-3	-1	-6	-0.1	-6	0.1	-4	0	94	1
28	COc1ccc(-c2ccc3c(c2)S(=O)(=O)c2cccc(C(=O)NCc4cccc(OC(F)(F)F)c4)c2C3=O)cc1OC	.	0	0	18*	4	0.1	-1	-1	98	1
29	CCOC(=O)CC(=O)CSc1ccc2nnc(-c3ccccc3)n2n1	-7	1	-1	0.2	20	4.3	-6	-4	92	3
30	COc1ccc2c3c(c(=O)oc2c1OCC(=O)C(C)(C)C)CCCC3	.	-2	.	0.0	10	-2.0	5	-4	101	1
31	CCCc1cc(=O)[nH]c(SCC(=O)NC2CC2)n1	-6	-2	15	-0.1	2	2.4	1	4	94	7
32	COC(=O)[C@]12CCCCC=C1N(Cc1ccc3c(c1)OCO3)C(=O)[C@H](CC(=O)NCc1ccc(OC)c(OC)c1)C2	-3	7	.	-0.1	.	.	.	.	.	-3
33	C=CCn1c(SCC(=O)N2CCc3ccccc3C2)nc2sc(C)cc2c1=O	-6	-8	-22	2.2	-17	3.9	16	-1	89	0
34	COc1ccc(CNC(=O)CN(Cc2ccco2)C(=O)CNS(=O)(=O)c2ccc(C)cc2)cc1	-4	10	1	-0.2	1	0.0	13	0	94	3
35	C[C@H](NC(=O)c1ccc2c(c1)OCO2)c1nnc2ccccn12	.	-2	-1	-0.1	5	0.7	3	0	95	0
36	O=C(CCNC(=O)c1ccccc1Cl)Nc1nc2ccc(F)cc2s1	-4	-1	-6	1.2	-4	-0.4	2	-2	101	-11
37	CCc1ccccc1NC1=NCC(=O)N1Cc1ccccc1	-4	0	-6	0.1	3	-0.2	-4	-1	92	-5
38	CC(=O)Nc1ccc(C2NC(=O)CCC2[N+](=O)[O-])cc1 (stereo not given)	-20	-7	8	-0.2	7	-0.6	-6	0	101	9
39	O=C(COc1coc(CN2CCc3ccccc3C2)cc1=O)Nc1cccc([N+](=O)[O-])c1	-5	10	-15	0.1	3	-0.4	9	0	94	4
40	CSc1cccc(NC(=O)CN(c2ccccc2)S(=O)(=O)N(C)C)c1	-3	0	.	0.0	-3	-0.5	10	0	101	0
41	CN(CCO)c1ccc(-c2nn(C)c(=O)c3ccccc23)cc1[N+](=O)[O-]	-5	-3	7	-0.1	14	0.5	-1	3	102	1
42	COc1ccc2nc3ccccc3nc2c1	.	-1	-1	-0.2	-11	-3.8	.	13	103	4
43	C=CCc1c(C)nc(SC)nc1Nc1ccc(C)cc1	.	1	-12	0.2	-11	2.6	-2	0	99	-3
44	CCCCn1c(N)c(N(CCOC)C(=O)c2cnc(C)cn2)c(=O)[nH]c1=O	-1	4	.	-0.2	5	-0.1	-2	3	95	-4
45	COc1ccc2c(C)cc(SCC(=O)NCCN3C(=O)CSC3=O)nc2c1	-2	-3	-11	0.2	6	0.9	-7	0	95	-1
46	COc1cc(/C=N/n2cnnc2)ccc1OCCSc1ccc(C)cc1	.	3	3	1.5	5	0.8	4	1	100	-3
47	O=C(c1ccc(COc2ccc(Cl)cc2)o1)N1N=C(C(F)F)CC1(O)C(F)F (stereo not given)	-4	3	-11	0.0	-12	-0.2	12	-7	95	-1
48	Oc1c(N=Nc2ccc(F)cc2)ccc2ccccc12	-2	-7	0	-0.2	-19	-0.5	-9	-15	131	4
49	COc1cccc(-n2nc(C(=O)N3CCN(Cc4ccccc4)CC3)c3ccccc3c2=O)c1	-4	-4	-1	-0.7	27	1.3	1	1	96	-1
50	COc1ccc(C2CC(c3ccc(F)cc3)n3nc(NC(=O)c4ccco4)nc3N2)cc1 (stereo not given)	-4	-6	-6	0.1	5	2.8	-3	-2	95	-4
51	CC1(C)N=C(N)NC(=NCCCOc2ccc([N+](=O)[O-])cc2)N1	.	5	2	0.1	0	0.4	.	2	94	-5
52	Cc1ccc(CNC(=O)c2nc3nc(C)cc(C)n3n2)cc1	-5	-1	-4	-0.2	-4	0.6	-3	0	95	-2
53	CCn1cc(C(=O)O)c(=O)c2cc(F)c(N/N=C/c3ccccc3)cc21	-5	1	5	0.0	4	0.0	-8	2	97	3
54	CC(NS(=O)(=O)c1ccc(NC(=O)N2CCCCC2)cc1)c1ccccc1 (stereo not given)	-6	7	3	-0.1	-7	0.1	1	-2	88	0
55	COc1ccc2nc3oc(C(=O)NCCCOC(C)C)cc3cc2c1	-20	-1	-16	0.2	-6	-0.1	8	-1	96	-4
56	Cc1ccc(C(=O)NCC(=O)N2CCCN(C)CC2)cc1C	-3	9	-3	-0.1	-2	0.2	1	5	91	-14
57	COc1ccc(Br)cc1CN(C)CC(=O)Nc1cccc(S(N)(=O)=O)c1	-4	1	0	0.3	-2	-1.3	8	-1	97	-3
58	C=CCn1c(CSCc2ccc(Cl)cc2Cl)nnc1SCC(=O)Nc1ccc(C(=O)O)cc1	-5	-2	-3	0.0	0	-0.3	-4	3	87	-1
